DDE Tn6 FP inh – inhibitors of Tn6 peptide binding to fibrin DD(E), primary screen, biochemical, fluorescence polarization, human fibrin, Tn6 probe. Fibrinogen beta chain (Homo sapiens), P02675. Fibrin DD(E) TRITC-Tn6 fluorescence polarization displacement. inhibition, % at 8.3 µM. actives 0.21% (n = 370,000). AID 720509, 2013;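 active means inhibition above a per-campaign cutoff: mean of compounds within control limits plus 3 SD, cut at about 15% in these data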;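 further: 0% = median of all compound wells on the plate and 100% = blocking peptide control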
Target sequence (P02675 whole entry, looked up): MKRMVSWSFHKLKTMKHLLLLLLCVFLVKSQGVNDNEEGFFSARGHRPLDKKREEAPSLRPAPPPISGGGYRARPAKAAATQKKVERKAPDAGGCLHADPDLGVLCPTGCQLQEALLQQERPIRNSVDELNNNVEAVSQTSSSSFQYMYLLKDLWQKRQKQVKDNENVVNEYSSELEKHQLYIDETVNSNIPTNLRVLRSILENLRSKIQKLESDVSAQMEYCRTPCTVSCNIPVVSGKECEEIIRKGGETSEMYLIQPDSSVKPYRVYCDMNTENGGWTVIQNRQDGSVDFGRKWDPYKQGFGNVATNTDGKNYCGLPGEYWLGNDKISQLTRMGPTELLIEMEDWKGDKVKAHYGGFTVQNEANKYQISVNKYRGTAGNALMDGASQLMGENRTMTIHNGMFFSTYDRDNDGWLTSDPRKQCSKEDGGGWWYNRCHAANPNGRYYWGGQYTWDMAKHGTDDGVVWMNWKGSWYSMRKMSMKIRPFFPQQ
proKLK7 act – proKLK7 zymogen activators, primary screen, biochemical, fluorescence intensity; activation, % at 7 µM; purified proKLK7, EDANS-DABCYL substrate fluorescence; 100% is mature enzyme control, 0% vehicle; AID 652039, 2013; Kallikrein-7 (Homo sapiens), P49862; actives 0.9% (n = 370,000);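 active means activation above the mean of all tested compounds plus 3 SD, computed per campaign excluding outliers beyond control limits, cut at about 13% in these data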
MBD2 inh – inhibitors of MBD2 binding to methylated DNA, primary screen, biochemical, TR-FRET, DNA-binding domain, human | AID 686964, 2013 | MBD2 binding to methylated oligonucleotide | inhibition, % at 4.4 µM | actives 0.31% (n = 370,000) | Methyl-CpG-binding domain protein 2 (Homo sapiens), Q9UBB5; in the data active means inhibition above about 13%
Target sequence (Q9UBB5 whole entry, looked up, the tested form may be a part): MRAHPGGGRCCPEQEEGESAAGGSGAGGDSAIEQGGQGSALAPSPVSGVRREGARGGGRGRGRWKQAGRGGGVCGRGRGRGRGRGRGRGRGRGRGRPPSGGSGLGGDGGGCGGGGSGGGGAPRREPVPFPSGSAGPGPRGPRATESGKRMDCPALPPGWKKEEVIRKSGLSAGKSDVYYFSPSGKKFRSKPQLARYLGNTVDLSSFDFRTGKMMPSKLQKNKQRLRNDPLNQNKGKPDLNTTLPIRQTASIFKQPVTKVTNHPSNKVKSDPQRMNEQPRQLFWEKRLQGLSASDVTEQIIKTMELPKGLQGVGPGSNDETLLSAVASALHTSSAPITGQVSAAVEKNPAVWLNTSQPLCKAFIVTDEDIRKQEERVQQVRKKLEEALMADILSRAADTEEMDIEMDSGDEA
ADAM17 inh – ADAM17 inhibitors, primary screen, biochemical, QFRET; Disintegrin and metalloproteinase domain-containing protein 17 (Homo sapiens), P78536; AID 720648, 2013; actives 0.83% (n = 370,000); inhibition, % at 6.95 µM; recombinant ADAM17, EDANS/DABCYL FRET peptide cleavage;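 active means inhibition above the mean of compounds lying between control limits plus 3 SD, set per campaign, cut at about 8.5% in these data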;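 further: 0% = DMSO-only wells as the low control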
ASAP1 GAP inh – inhibitors of human ASAP1 ArfGAP activity, primary screen, biochemical, fluorescence polarization; Arf-GAP with SH3 domain, ANK repeat and PH domain-containing protein 1 (Homo sapiens), …; ASAP1-stimulated ARF1 GTP hydrolysis, GDP FP detection; inhibition, % at 16.5 µM; actives 0.19% (n = 360,000); in the data active means inhibition above about 25%;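 further: 0% = vehicle with enzyme and substrate and 100% = no enzyme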
PLC-beta3 inh – human PLC-beta3 inhibitors, primary screen, biochemical, fluorescence; actives 0.18% (n = 370,000); 1-phosphatidylinositol 4,5-bisphosphate phosphodiesterase beta-3 (Homo sapiens), Q01970; inhibition, % at 12.2 µM; Purified PLC-beta3, fluorogenic substrate; in the data active means inhibition above about 11%;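 further: 0% = median of compound wells on plate and 100% = full blocker control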
ARFGAP1 inh – inhibitors of rat ARFGAP1 GAP activity, primary screen, biochemical, fluorescence polarization, GDP tracer. Arfgap1-stimulated ARF1 GTP hydrolysis, GDP FP detection. inhibition, % at 16.5 µM. actives 0.26% (n = 360,000);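 active means inhibition above a per-plate limit, mean inhibition of low control wells plus 3 SD, cut at about 25% in these data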;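 further: 0% = DMSO wells with enzyme and 100% = wells lacking Arfgap1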
Target sequence (Q62848 1-136 limits assumed): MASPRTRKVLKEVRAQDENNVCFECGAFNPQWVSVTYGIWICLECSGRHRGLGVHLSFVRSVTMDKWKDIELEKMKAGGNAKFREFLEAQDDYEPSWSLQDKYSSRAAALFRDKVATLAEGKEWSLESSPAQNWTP
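Material: rat Arfgap1 catalytic domain, aa 1-136; also added: human ARF1(Δ1-17)-GTP substrate; compound dosing: one concentration, 16.5 µM, DMSO 1.26%; incubation: GTP hydrolysis reaction 2 h at 25 °C; measured by: Tracer-displacement fluorescence polarization with EDTA stop, 620/688 nm; evaluation: % inhibition from polarization; repeats: one replicate per compound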
PLCg1 inh – PLC-gamma1 enzyme inhibitors, primary screen, biochemical, fluorescence, purified enzyme; inhibition, % at 12.2 µM; actives 0.84% (n = 370,000); fluorogenic substrate; in the data active means inhibition above about 9.5%
UHRF1 MBD2 ctr – UHRF1 methylated DNA binding inhibitors, primary screen, counter-screen for MBD2 inhibitor project, biochemical, TR-FRET, human UHRF1, single concentration; E3 ubiquitin-protein ligase UHRF1 (Homo sapiens), Q96T88; UHRF1 binding to methylated oligo; inhibition, % at 4.4 µM; actives 0.75% (n = 370,000); in the data active means inhibition above about 21%;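 further: UHRF1 SRA domain binding a hemimethylated CpG hairpin DNA probe; 0% = median of test compound wells and 100% = reference inhibitor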
DDE Tn7 FP inh – inhibitors of Tn7 peptide binding to fibrin DD(E), primary screen, biochemical, fluorescence polarization, human fibrin, Tn7 probe | FP displacement of FITC-Tn7 peptide from fibrin DD(E); 0% = median of compound wells per plate | inhibition, % at 8.3 µM | actives 0.13% (n = 370,000) | AID 720508, 2013;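 active means inhibition above the mean of compounds falling within the control limits plus 3 SD of them, cut at about 14% in these data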;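 further: 0% = plate median of compound wells and 100% = 10 µM Aha-Tn7 peptide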
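Assay system: Fibrin-DD(E) protein isolated from polymerized human fibrin clots; read-out basis: percent inhibition; medium: Tris/NaCl/CaCl2 buffer, pH 7.8; signal: FP measurement; incubation: 10 min plus 3 h, room temperature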
* marks the source's active call; other numbers are inactive results.

How did OC[C@@H]1[C@@H](c2ccccc2)C(c2cccc(Cl)c2)=NN1c1ccccc1 do in these assays?
DDE Tn6 FP inh: 6; proKLK7 act: -85; MBD2 inh: -2; ADAM17 inh: inactive; ASAP1 GAP inh: 1; PLC-beta3 inh: inactive; ARFGAP1 inh: 17; PLCg1 inh: inactive; UHRF1 MBD2 ctr: -2; DDE Tn7 FP inh: -2

Results for Cn1c2c(c(=O)n(C)c1=O)C(NC(=O)C(C)(C)C)(C(F)(F)F)C(=O)N2 (stereo unspecified) ?
DDE Tn6 FP inh: 11; proKLK7 act: -0.5; MBD2 inh: -5; ADAM17 inh: -2; ASAP1 GAP inh: -13; PLC-beta3 inh: -2; ARFGAP1 inh: -4; PLCg1 inh: 1; UHRF1 MBD2 ctr: -4; DDE Tn7 FP inh: 0

What do the screens show for `O=c1c2cn[nH]c2[nH]c(=S)n1-c1cccc(Cl)c1`?
DDE Tn6 FP inh: -2; proKLK7 act: 0.7; MBD2 inh: 1; ADAM17 inh: -4; ASAP1 GAP inh: -6; PLC-beta3 inh: 0; ARFGAP1 inh: 6; PLCg1 inh: -4; UHRF1 MBD2 ctr: 4; DDE Tn7 FP inh: -1

What do the screens show for `CN(C)CCCOC(=O)c1ccccc1Cl`?
DDE Tn6 FP inh: -11; proKLK7 act: 0.5; MBD2 inh: -4; ADAM17 inh: -5; ASAP1 GAP inh: -11; PLC-beta3 inh: 2; ARFGAP1 inh: 13; PLCg1 inh: 0; UHRF1 MBD2 ctr: 0; DDE Tn7 FP inh: -6

How did O=C(NC1CCN(Cc2ccccc2)CC1)c1ccc2c(c1)[nH]c(=O)n2Cc1ccc(F)cc1 do in these assays?
DDE Tn6 FP inh: -4; proKLK7 act: 0.3; MBD2 inh: 0; ADAM17 inh: -5; ASAP1 GAP inh: 8; PLC-beta3 inh: 1; ARFGAP1 inh: 1; PLCg1 inh: -1; UHRF1 MBD2 ctr: 1; DDE Tn7 FP inh: -2

Results for Cc1ccccc1S(=O)(=O)N(C)C[C@@H]1OCc2cnnn2CCCC(=O)N([C@H](C)CO)C[C@@H]1C ?
DDE Tn6 FP inh: 11; proKLK7 act: -0.4; MBD2 inh: 3; ADAM17 inh: -5; ASAP1 GAP inh: 0; PLC-beta3 inh: 0; ARFGAP1 inh: -3; PLCg1 inh: 0; UHRF1 MBD2 ctr: 2; DDE Tn7 FP inh: 1

How did CCCNC(=O)Nc1ccc(NC(C)=O)cc1 do in these assays?
DDE Tn6 FP inh: 0; proKLK7 act: 0.7; MBD2 inh: 0; ADAM17 inh: 0; ASAP1 GAP inh: 13; PLC-beta3 inh: 5; ARFGAP1 inh: -2; PLCg1 inh: 0; UHRF1 MBD2 ctr: 1; DDE Tn7 FP inh: -1

What do the screens show for `N#CCCn1cc(C(=O)CN2C(=O)C(=O)N(C3CCCC3)C2=O)c2ccccc21`?
DDE Tn6 FP inh: 7; proKLK7 act: -0.3; MBD2 inh: -1; ADAM17 inh: 0; ASAP1 GAP inh: 0; PLC-beta3 inh: -5; ARFGAP1 inh: 7; PLCg1 inh: -3; UHRF1 MBD2 ctr: -1; DDE Tn7 FP inh: -2

How did Cc1cc(SCc2ccc(Cl)c(Cl)c2)nc(=O)[nH]1 do in these assays?
DDE Tn6 FP inh: 4; proKLK7 act: -0.1; MBD2 inh: -7; ADAM17 inh: -2; ASAP1 GAP inh: 3; PLC-beta3 inh: -6; ARFGAP1 inh: 6; PLCg1 inh: -2; UHRF1 MBD2 ctr: 0; DDE Tn7 FP inh: 3

How did Cc1cc(C(=O)N2CCN(S(=O)(=O)c3ccc(C)c(C)c3)CC2)no1 do in these assays?
DDE Tn6 FP inh: 3; proKLK7 act: 0.6; MBD2 inh: -3; ADAM17 inh: -1; ASAP1 GAP inh: -4; PLC-beta3 inh: 2; ARFGAP1 inh: -4; PLCg1 inh: 3; UHRF1 MBD2 ctr: 1; DDE Tn7 FP inh: 1

How did COc1ccc2cc3cc(C(=O)NCc4ccco4)oc3nc2c1 do in these assays?
DDE Tn6 FP inh: 11; proKLK7 act: 49*; MBD2 inh: -13; ADAM17 inh: inactive; ASAP1 GAP inh: 3; PLC-beta3 inh: inactive; ARFGAP1 inh: -15; PLCg1 inh: inactive; UHRF1 MBD2 ctr: -36; DDE Tn7 FP inh: 3

What do the screens show for `Cc1cc(Oc2nc3ccccn3c(=O)c2/C=C(\C#N)C(=O)NC2CCS(=O)(=O)C2)ccc1Cl` (stereo unspecified)?
DDE Tn6 FP inh: 6; proKLK7 act: 3.8; MBD2 inh: -1; ADAM17 inh: -53; ASAP1 GAP inh: -1; PLC-beta3 inh: -115; ARFGAP1 inh: 0; PLCg1 inh: -71; UHRF1 MBD2 ctr: 0; DDE Tn7 FP inh: -3

How did CCOC(=O)CSc1nnc(-c2ccc(OC)cc2OC)o1 do in these assays?
DDE Tn6 FP inh: -6; proKLK7 act: 0.0; MBD2 inh: 2; ADAM17 inh: -2; ASAP1 GAP inh: 7; PLC-beta3 inh: 5; ARFGAP1 inh: -1; PLCg1 inh: 0; UHRF1 MBD2 ctr: -2; DDE Tn7 FP inh: 2

How did COC(=O)C(Cc1ccc(OC(=O)c2ccccc2Cl)cc1)N1Cc2ccccc2C1=O (stereo unspecified) do in these assays?
DDE Tn6 FP inh: 2; proKLK7 act: 0.3; MBD2 inh: 0; ADAM17 inh: 2; ASAP1 GAP inh: -3; PLC-beta3 inh: -2; ARFGAP1 inh: -3; PLCg1 inh: 1; UHRF1 MBD2 ctr: -1; DDE Tn7 FP inh: 9

How did Cc1ccc(C(=O)C(C)OC(=O)CNC(=O)c2ccc(Br)o2)cc1 (stereo unspecified) do in these assays?
DDE Tn6 FP inh: 5; proKLK7 act: 0.1; MBD2 inh: -2; ADAM17 inh: -5; ASAP1 GAP inh: 8; PLC-beta3 inh: -10; ARFGAP1 inh: -7; PLCg1 inh: -5; UHRF1 MBD2 ctr: 0; DDE Tn7 FP inh: -1

How did O=c1c2ccccc2nnn1CCc1ccccc1 do in these assays?
DDE Tn6 FP inh: 2; proKLK7 act: -1.1; MBD2 inh: -2; ADAM17 inh: 4; ASAP1 GAP inh: -9; PLC-beta3 inh: 8; ARFGAP1 inh: 11; PLCg1 inh: 6; UHRF1 MBD2 ctr: 0; DDE Tn7 FP inh: -14

How did CN(Cc1ccccc1)C(=O)COC(=O)c1cc(NS(=O)(=O)c2cccs2)ccc1O do in these assays?
DDE Tn6 FP inh: 1; proKLK7 act: -1.0; MBD2 inh: 3; ADAM17 inh: -2; ASAP1 GAP inh: -12; PLC-beta3 inh: -28; ARFGAP1 inh: 5; PLCg1 inh: -19; UHRF1 MBD2 ctr: 0; DDE Tn7 FP inh: -2

Results for C=C1[C@@H](O)[C@H](CC(C)C)N(Cc2ccccc2Br)S1(=O)=O ?
DDE Tn6 FP inh: -4; proKLK7 act: 0.6; MBD2 inh: -2; ADAM17 inh: 0; ASAP1 GAP inh: 1; PLC-beta3 inh: 0; ARFGAP1 inh: 3; PLCg1 inh: 0; UHRF1 MBD2 ctr: 0; DDE Tn7 FP inh: 0

How did COc1cccc(-c2nc(N3CC(C)CC(C)C3)c3ccccc3n2)c1O (stereo unspecified) do in these assays?
DDE Tn6 FP inh: -9; proKLK7 act: -0.1; MBD2 inh: 4; ADAM17 inh: -5; ASAP1 GAP inh: -3; PLC-beta3 inh: 1; ARFGAP1 inh: 4; PLCg1 inh: -1; UHRF1 MBD2 ctr: 3; DDE Tn7 FP inh: 4

What do the screens show for `O=C(Nc1nnc(SCc2ccccc2)s1)c1cccs1`?
DDE Tn6 FP inh: 0; proKLK7 act: -0.8; MBD2 inh: 3; ADAM17 inh: -1; ASAP1 GAP inh: 2; PLC-beta3 inh: -52; ARFGAP1 inh: 2; PLCg1 inh: -42; UHRF1 MBD2 ctr: 8; DDE Tn7 FP inh: 1

How did C[C@H](CO)N1C[C@H](C)[C@@H](CN(C)C(=O)c2ccncc2)OCc2cnnn2CCCC1=O do in these assays?
DDE Tn6 FP inh: 11; proKLK7 act: -0.1; MBD2 inh: 2; ADAM17 inh: -3; ASAP1 GAP inh: -4; PLC-beta3 inh: -2; ARFGAP1 inh: -7; PLCg1 inh: -1; UHRF1 MBD2 ctr: 1; DDE Tn7 FP inh: -7

What do the screens show for `NC(=O)CSc1nnc(NC(=O)c2ccc(Br)o2)s1`?
DDE Tn6 FP inh: -7; proKLK7 act: 0.0; MBD2 inh: 3; ADAM17 inh: -3; ASAP1 GAP inh: 1; PLC-beta3 inh: -29; ARFGAP1 inh: 11; PLCg1 inh: -15; UHRF1 MBD2 ctr: -1; DDE Tn7 FP inh: -9

How did N#C/C(=C\C=C\c1ccccc1)C(=O)N1CCCC1 do in these assays?
DDE Tn6 FP inh: 7; proKLK7 act: -0.5; MBD2 inh: -2; ADAM17 inh: 0; ASAP1 GAP inh: 8; PLC-beta3 inh: -3; ARFGAP1 inh: 2; PLCg1 inh: 5; UHRF1 MBD2 ctr: -1; DDE Tn7 FP inh: 3

How did O=C(Nc1ccccc1)C12CC3CC(C1)CC(n1cnc([N+](=O)[O-])n1)(C3)C2 do in these assays?
DDE Tn6 FP inh: -1; proKLK7 act: -0.2; MBD2 inh: 3; ADAM17 inh: -4; ASAP1 GAP inh: 2; PLC-beta3 inh: 1; ARFGAP1 inh: -4; PLCg1 inh: 3; UHRF1 MBD2 ctr: 2; DDE Tn7 FP inh: -4

What do the screens show for `Cc1nc2ccccn2c1C(=O)NC1CCCc2ccccc21` (stereo unspecified)?
DDE Tn6 FP inh: -3; proKLK7 act: 0.6; MBD2 inh: -5; ADAM17 inh: -1; ASAP1 GAP inh: 10; PLC-beta3 inh: 0; ARFGAP1 inh: -3; PLCg1 inh: 0; UHRF1 MBD2 ctr: 1; DDE Tn7 FP inh: 1

Results for OCC1(Cc2ccccc2)CCN(Cc2cc3ccccc3o2)CC1 ?
DDE Tn6 FP inh: 6; proKLK7 act: -0.9; MBD2 inh: 0; ADAM17 inh: 0; ASAP1 GAP inh: 2; PLC-beta3 inh: 4; ARFGAP1 inh: 0; PLCg1 inh: -2; UHRF1 MBD2 ctr: 6; DDE Tn7 FP inh: -8

Bioassay records: PubChem, The Scripps Research Institute Molecular Screening Center
